TAAR1 antagonist = human TAAR1 antagonists, primary screen, Fluo-8 calcium fluorescence, CHO RD-HGA16 cells; antagonist; inhibition, % at 3 µM; 360,000 compounds, 1.5% hits;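 active = inhibition above a per-plate cutoff, the mean inhibition of test compounds on that plate plus 3 SD, cut at about 49% in these data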;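 also: 0% = DMSO plus EC80 beta-PEA response and 100% = DMSO alone without agonist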
Target sequence (Q96RJ0 whole entry, looked up): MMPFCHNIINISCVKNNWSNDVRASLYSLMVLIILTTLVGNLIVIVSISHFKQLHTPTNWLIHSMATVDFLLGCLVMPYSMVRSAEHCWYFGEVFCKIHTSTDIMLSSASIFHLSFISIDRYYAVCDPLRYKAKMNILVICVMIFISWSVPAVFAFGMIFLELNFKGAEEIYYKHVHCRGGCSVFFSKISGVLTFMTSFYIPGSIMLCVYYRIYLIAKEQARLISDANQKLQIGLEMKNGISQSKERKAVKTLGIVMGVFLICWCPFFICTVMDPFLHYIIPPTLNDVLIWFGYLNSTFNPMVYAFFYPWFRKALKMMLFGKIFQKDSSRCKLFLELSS
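Test system – hTAAR1-expressing CHO RD-HGA16 cells, Gα16-coupled · Reagent – β-PEA at EC80 concentration, post-compound challenge · Compound dosing – 3 µM, single point · Timing – 140 s kinetic read after compound, 140 s after agonist · Detection – Fluo-8 intracellular calcium dye fluorescence, real-time kinetic reads · Control set – DMSO and EC80 PEA controls · Repeats – n of 1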
CHO-K1 Ca ag = counter-screen for M1 agonists: effect in parental CHO-K1 cells | Fluo-8 calcium fluorescence; scaled to maximal ATP response, vehicle zero | activation, % at 3 µM | 360,000 compounds, 0.48% hits | AID 602248, 2012; in the data active = activation above about 15%;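 also: untransfected CHO-K1 host cells lacking M1 receptor as counterscreen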
CHO-K1 Ca PAM = nonselective calcium activators in parental CHO-K1 cells, primary screen, counter-screen for M1 PAM project, cell-based, Fluo-8 calcium fluorescence, full deck, 1536-well; ATP EC20; 0% at ATP EC20, 100% at ATP max; activation, % at 3 µM; 360,000 compounds, 0.02% hits; AID 602247, 2012;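 active = activation above the run cutoff, the mean activation of all test compounds plus 3 SD, cut at about 40% in these data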;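 also: peak over basal fluorescence ratio in a 140 s read after ATP addition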
OXTR potentiator = human OXTR potentiators, primary screen, fluorescence, CHO-OTR cells, Fluo-8 calcium | 320,000 compounds, 0.061% hits | AID 2445, 2010 | activation, % at 3 µM | Oxytocin receptor (Homo sapiens), P30559 | Fluo-8 calcium fluorescence, potentiator mode; 0% = oxytocin EC15, 100% = EC100;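 active = activation above that plate's cutoff, the mean activation of tested compounds plus 3 SD, cut at about 6.6% in these data, passing the limit was not always enough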;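 also: 100% uses oxytocin at 75 nM as the full agonist control; some results filed as inactive read as strong as hits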
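test system = CHO-OTR cells, human receptor | compound = single-point 3.0 µM | schedule = 6 min compound pre-incubation at room temperature, 100 s kinetic read | signal = Fluo-8 no-wash calcium dye fluorescence, excitation 470-495 nm, emission 515-575 nm | repeats = single well per compound, singlicate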
V1aR counter = agonists of human V1a receptor, primary screen, counter-screen for OXTR agonist project, fluorescence, CHO-V1R cells; Vasopressin V1a receptor (Homo sapiens), P37288; Fluo-8 calcium fluorescence, agonist mode; 0% DMSO, 100% 3 nM vasopressin; activation, % at 3 µM; 320,000 compounds, 0.25% hits;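 active = activation above the mean activation of all tested compounds plus 3 SD, per screening run, cut at about 20% in these data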;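 also: signal is peak over basal fluorescence ratio across a 100 second FLIPR read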
Target sequence (P37288 whole entry, looked up): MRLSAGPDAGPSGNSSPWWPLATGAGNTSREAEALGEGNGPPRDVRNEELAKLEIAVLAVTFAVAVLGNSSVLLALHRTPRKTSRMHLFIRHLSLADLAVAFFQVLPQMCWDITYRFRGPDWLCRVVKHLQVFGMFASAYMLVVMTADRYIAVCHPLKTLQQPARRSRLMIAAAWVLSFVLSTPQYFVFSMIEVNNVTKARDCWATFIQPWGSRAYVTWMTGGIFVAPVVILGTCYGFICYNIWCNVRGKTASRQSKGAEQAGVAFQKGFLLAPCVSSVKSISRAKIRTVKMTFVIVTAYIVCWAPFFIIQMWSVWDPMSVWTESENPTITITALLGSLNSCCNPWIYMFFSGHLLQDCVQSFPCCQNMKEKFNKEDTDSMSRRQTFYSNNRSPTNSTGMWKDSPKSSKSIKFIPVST
CHO parental Ca = ATP-evoked calcium signal inhibitors, parental CHO, primary screen, counter-screen for OX1R antagonist project, cell-based, fluorescence, Fluo-8 calcium dye; 330,000 compounds, 0.63% hits; inhibition, % at 5.6 µM; parental CHO-K1, ATP-induced calcium, Fluo-8 fluorescence;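 active = inhibition above that plate's mean sample inhibition plus 3 SD, cut at about 26% in these data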;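 also: 0% = ATP-challenged DMSO wells and 100% = DMSO wells without ATP; some compounds past the cut are filed as inactive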
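material = parental CHO cells | also added = ATP as calcium-mobilizing challenge | dosing = single point at 5.6 µM | detection = intracellular calcium via Fluo-8 no-wash fluorescent dye | read-out = % inhibition | benchmarks = low control ATP plus DMSO, high control DMSO only | repeats = one well per compound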
GPR7 antag = GPR7 receptor antagonists, primary screen, cell-based, fluorescence, single concentration; GPR7-expressing cells, fluorescence antagonist assay; Neuropeptides B/W receptor type 1 (Homo sapiens), P48145; AID 1861, 2009; inhibition, % at 4.4 µM; 290,000 compounds, 1.1% hits; in the data active = inhibition above about 16%, passing the limit was not always enough;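 also: cells stimulated with the agonist NPW; 0% = agonist with vehicle and 100% = vehicle without agonist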
Target sequence (P48145 whole entry, looked up): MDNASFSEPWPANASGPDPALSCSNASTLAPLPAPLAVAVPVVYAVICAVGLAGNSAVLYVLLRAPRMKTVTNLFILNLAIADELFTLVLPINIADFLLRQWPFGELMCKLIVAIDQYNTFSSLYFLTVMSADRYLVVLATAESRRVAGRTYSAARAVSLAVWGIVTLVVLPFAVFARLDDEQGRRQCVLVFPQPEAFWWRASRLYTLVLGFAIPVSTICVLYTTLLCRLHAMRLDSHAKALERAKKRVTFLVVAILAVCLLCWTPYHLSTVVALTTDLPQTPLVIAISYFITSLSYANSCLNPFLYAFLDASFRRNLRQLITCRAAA
CHO-K1 Ca antag = M1 antagonist counterscreen hit in parental CHO-K1 cells. AID 602250. ATP-induced calcium, Fluo-8 fluorescence. inhibition, % at 3 µM. 360,000 compounds, 0.6% hits;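 active = inhibition above a per-plate cutoff, the plate's mean sample inhibition plus 3 SD, cut at about 24% in these data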;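 also: 0% = DMSO plus EC80 ATP and 100% = DMSO alone without ATP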
OXTR ag = human OXTR agonists, primary screen, fluorescence, CHO-OTR cells, Fluo-8 calcium; Oxytocin receptor (Homo sapiens), P30559; Fluo-8 calcium fluorescence; normalized: DMSO 0%, oxytocin 100%; activation, % at 3 µM; 320,000 compounds, 0.32% hits;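 active = activation above the mean of all tested compounds plus 3 SD, cutoff set per screening run, cut at about 20% in these data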;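 also: peak over basal fluorescence ratio from a 100 s FLIPR kinetic read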
* = called active by the depositor; . = no result given.

SMILES	TAAR1 antagonist	CHO-K1 Ca ag	CHO-K1 Ca PAM	OXTR potentiator	V1aR counter	CHO parental Ca	GPR7 antag	CHO-K1 Ca antag	OXTR ag
COc1cccc(C(=O)N(c2ccc(OC)cc2OC)C2C=CS(=O)(=O)C2)c1 (stereo not drawn)	-6.1	0.4	15.5	1.9	0.7	-10.5	1.7	-3.7	-0.5
CCOc1cc(S(=O)(=O)NCCCN2CCOCC2)c(C)cc1C	-37.3	-0.1	-10.7	.	.	.	-2.9	1.2	.
CC(=O)NC1CCCC(NC(C)=O)C1 (stereo not drawn)	12.7	-0.1	5.2	.	.	.	.	1.8	.
O=C(CCCN1C(=O)/C(=C/c2cccc(Br)c2)SC1=S)NCCCN1CCOCC1	-25.2	1.6	4.8	-15.0	0.8	-9.4	8.3	-5.0	0.7
Cc1ccc(S(=O)(=O)N(CC(O)CN(C)C)c2ccccc2)cc1 (stereo not drawn)	-6.5	0.6	23.1	-15.2	-0.1	-11.3	-4.4	-10.8	0.5
Cc1ccc2c(Cl)cc(Cl)c(OCC(=O)OCC(=O)Nc3ccc(C#N)cc3)c2n1	-2.3	0.3	15.0	-8.2	3.7	-7.3	-13.7	-9.3	-1.7
C#CCOCCOCCOCCNc1nc(N2CCOCC2)nc(N2CCN(C(=O)[C@H](CCCCN)n3cc([C@@H](N)CO)nn3)CC2)n1	11.3	1.0	20.7	-2.9	0.8	-0.2	-8.2	-8.2	1.7
Cc1sc(NC(=O)c2ccco2)c(CN2CCN(Cc3ccccc3)CC2)c1C	14.2	1.0	9.7	-2.6	-0.9	-31.3	17.6	9.9	-2.8
CC(C)C[C@H](NC(=O)C1(c2ccccc2)CCN(C(=O)OC(C)(C)C)CC1)C(=O)N1CCC[C@H]1C(=O)O	-58.0	0.2	3.1	-4.3	-0.9	-10.9	-10.6	-3.5	-0.6
O=c1[nH]c(-c2cccs2)nc2ccccc12	-1.4	0.5	-3.8	-13.5	-0.3	-8.6	-8.6	12.0	-0.1
COc1ccc(CN(CCCN2CCOCC2)C(=O)Nc2cccc(Cl)c2)cc1OC	14.5	3.3	18.8	-21.8	1.4	-3.9	-12.1	-0.7	1.7
Cc1cccc(NC(=O)CCCNC(=O)c2ccc(Cl)cc2)n1	-14.1	0.6	4.8	3.7	1.1	-7.7	0.4	-0.8	-0.5
COc1ccccc1-c1nc(C(=O)NCC2CCCO2)cc2c1[nH]c1ccccc12 (stereo not drawn)	.	1.3	-8.9	-7.7	0.3	-22.0	8.9	7.2	2.4
COc1ccc(S(=O)(=O)N(CC(=O)N2CCN(C)CC2)c2ccc(C)cc2)cc1Br	-17.3	1.8	-5.3	.	.	.	-16.7	2.6	.
O=C(c1cc2nc(-c3ccco3)cc(C(F)(F)F)n2n1)N1CCN(c2ccccn2)CC1	43.2	6.1	8.4	-3.5	0.1	-21.0	-6.9	6.9	-1.9
O=C(NCc1cccc(Br)c1)C1CC(c2ccccc2[N+](=O)[O-])=NO1 (stereo not drawn)	6.6	-0.1	15.0	-12.5	0.4	-15.5	.	-8.7	1.4
CSc1ccccc1C(=O)C1CCCN(C(=O)NC(C)C)C1 (stereo not drawn)	-11.5	1.4	6.2	2.0	0.5	-8.9	15.3	-15.6	-0.5
CC(=O)c1c(C)[nH]c(C(=O)Nc2ccccn2)c1C	-16.8	0.7	-3.6	-4.0	0.9	-4.3	-0.7	-1.8	-0.5
CCn1c(C)nc2cc(S(=O)(=O)N3CCCCC3)ccc21	0.8	3.3	-4.8	-21.3	10.5	-6.2	-9.9	-14.6	13.8
Cc1ccc(NC(=O)Cc2nc(CN(C)CC(=O)Nc3ccc(C)cc3)cs2)cc1	-18.9	0.0	10.1	-3.2	-1.3	-32.6	.	-13.2	-1.5
Cc1ccc(S(=O)(=O)N(CC(O)CN2CCCCC2)c2cccc([N+](=O)[O-])c2)cc1 (stereo not drawn)	-13.7	-1.4	3.7	-3.5	0.5	-23.2	-4.5	-8.5	0.6
O=C(COc1ccc(Oc2ccccc2)cc1)NCc1cn2ccccc2n1	5.7	4.5	1.9	-17.2	2.8	-13.3	-2.8	-16.0	2.4
Cc1cc(C)cc(OCC(=O)Nc2ccc(S(=O)(=O)Nc3ccccn3)cc2)c1	-0.3	0.3	-9.2	1.4	11.1	2.0	-13.7	13.3	-1.6
CC1=NCCN1S(=O)(=O)c1cccc([N+](=O)[O-])c1	2.2	-0.1	14.6	-7.0	0.6	7.8	-9.3	-11.1	1.2
S=c1[nH]c(-c2ccc(Br)cc2)cn1CCc1ccccc1	31.1	4.6	2.9	-4.4	-1.2	-9.6	-1.5	-2.2	-1.4

Next entries follow.
SMILES	TAAR1 antagonist	CHO-K1 Ca ag	CHO-K1 Ca PAM	OXTR potentiator	V1aR counter	CHO parental Ca	GPR7 antag	CHO-K1 Ca antag	OXTR ag
O=C(NCCc1ccccc1C(F)(F)F)c1cc(COc2ccccc2)on1	-0.8	0.8	6.7	.	.	.	.	-5.7	.
CCOC(=O)N1CCN(c2nc3ccccn3c(=O)c2C=O)CC1	-7.2	1.1	14.7	-4.8	7.1	6.9	4.0	-12.1	-0.3
Cc1cc(=O)n2[nH]c(N)c(N=Nc3ccccc3)c2n1	-12.6	0.7	25.0	-3.6	-0.8	-2.0	-2.0	-9.1	-1.0
COc1cccc(NC(=O)CSc2nc3c(oc4ccccc43)c(=O)[nH]2)c1	-10.5	0.0	8.5	0.8	0.1	-7.5	-6.8	2.1	-0.8
CCn1cc(C(=O)OCC(=O)OC2CC(C)CCC2C(C)C)c(=O)c2ccc(C)nc21 (stereo not drawn)	17.8	2.4	12.4	-12.2	-0.2	10.9	-7.3	6.4	-1.8
CCOC(=O)C(NC(C)=O)(N1CCc2ccccc2C1)C(F)(F)F (stereo not drawn)	92.5*	0.6	18.5	-5.5	0.1	-16.4	-4.4	-20.6	0.1
O=c1cc2c(nn1Cc1ccc(F)cc1)-c1ccccc1CC2	12.2	1.1	19.2	-7.7	-1.3	-2.5	34.8*	-10.3	-2.2
CCOC(=O)c1sc(Nc2nc3c(F)cccc3s2)cc1C	-8.8	1.1	19.1	-3.7	-0.5	-9.4	-9.5	-5.4	-2.4
CCCc1cc(-c2[nH]ncc2-c2ccc(C(=O)OCC)o2)c(O)cc1O	6.9	2.1	9.0	-10.4	2.5	10.4	9.4	-21.8	8.7
O=C(c1ccco1)N1N=C(c2ccncc2)CC1(O)C(F)(F)F (stereo not drawn)	11.3	-0.5	7.6	-19.6	0.6	-6.2	-11.8	4.6	-0.3
CSCC[C@H](NC(=O)CCn1nnc2ccccc2c1=O)C(=O)O	-11.8	0.7	8.3	1.1	-0.3	-2.3	0.7	-1.1	0.9
Cc1cc(C)c(C(=O)COC(=O)c2ccc(NC(=O)CC#N)cc2)cc1C	-8.1	5.1	24.5	-9.2	1.2	-5.2	-1.4	-9.2	1.6
CCCN(C1CCS(=O)(=O)C1)S(=O)(=O)c1cc(OC)ccc1OC (stereo not drawn)	-12.3	0.5	6.8	0.3	0.1	-3.8	.	-13.5	0.2
CCOC(=O)c1c(NC(=O)Cn2cnc([N+](=O)[O-])n2)sc2c1CCC(C)C2 (stereo not drawn)	-1.1	0.6	12.6	-11.9	-1.0	-8.2	-1.5	-5.4	0.7
O=C(CCN1C(=O)c2ccccc2C1=O)N1CCN(c2ccccc2)CC1	22.7	1.8	17.6	-4.3	3.0	-10.0	-0.1	-12.3	0.8
CN(C)CCCN(C(=O)c1ccc(S(=O)(=O)N2CCc3ccccc3C2)cc1)c1nc2c(F)cc(F)cc2s1	.	2.5	26.4	-1.7	-1.1	-25.8	.	-15.4	2.8
NC(=O)CN1CCOCCOCCOCCOCCOCC1	2.3	0.1	-4.2	-14.8	0.6	-3.4	-12.8	2.1	-0.3
O=C(CN(c1ccccc1)S(=O)(=O)c1ccccc1[N+](=O)[O-])Nc1cccnc1	3.4	1.6	20.3	-6.8	0.2	-21.1	3.3	-9.9	0.9
CCOc1ccc2nc(Nc3nc4ccc(NC(C)=O)cc4s3)sc2c1	8.8	1.8	10.0	-7.4	-0.4	-10.5	-15.1	-0.6	1.3
CC(Sc1nnc(-c2cccs2)n1-c1ccccc1)C(=O)NCc1ccc2c(c1)OCO2 (stereo not drawn)	10.0	0.2	-8.5	-6.7	-0.4	-17.3	8.6	24.0*	-2.0
O=C(C1CCCN1S(=O)(=O)c1cccc2cccnc12)N1CCn2c1nc1ccccc12 (stereo not drawn)	.	1.6	-6.0	0.9	0.5	-6.0	-9.3	6.3	-1.3
COc1ccc(NC(=S)N(Cc2cccnc2)Cc2ccco2)cc1	1.2	0.8	-5.4	3.1	0.6	6.9	-2.3	-9.6	-0.2
COc1ccc(NC(=O)COc2cccc3c2OC(C)(C)C3)c(OC)c1	-20.6	-0.6	-24.3	.	.	.	.	0.1	.
COc1cc2[nH]c(=S)n(C3CCN(Cc4ccccc4)CC3)c(=O)c2cc1OC	-24.6	0.0	11.0	-2.8	0.2	-11.4	-6.9	-5.1	0.2
O=C(/C=C\c1ccccc1OC(=O)c1ccccc1F)c1cc2ccccc2o1	15.9	0.1	-11.1	-7.6	0.5	-15.5	-1.3	3.5	-2.2

5 entries picked at random from the list so far, as already listed:
SMILES	TAAR1 antagonist	CHO-K1 Ca ag	CHO-K1 Ca PAM	OXTR potentiator	V1aR counter	CHO parental Ca	GPR7 antag	CHO-K1 Ca antag	OXTR ag
CN(C)CCCN(C(=O)c1ccc(S(=O)(=O)N2CCc3ccccc3C2)cc1)c1nc2c(F)cc(F)cc2s1	.	2.5	26.4	-1.7	-1.1	-25.8	.	-15.4	2.8
NC(=O)CN1CCOCCOCCOCCOCCOCC1	2.3	0.1	-4.2	-14.8	0.6	-3.4	-12.8	2.1	-0.3
CCOC(=O)c1c(NC(=O)Cn2cnc([N+](=O)[O-])n2)sc2c1CCC(C)C2 (stereo not drawn)	-1.1	0.6	12.6	-11.9	-1.0	-8.2	-1.5	-5.4	0.7
CCCc1cc(-c2[nH]ncc2-c2ccc(C(=O)OCC)o2)c(O)cc1O	6.9	2.1	9.0	-10.4	2.5	10.4	9.4	-21.8	8.7
O=C(CCN1C(=O)c2ccccc2C1=O)N1CCN(c2ccccc2)CC1	22.7	1.8	17.6	-4.3	3.0	-10.0	-0.1	-12.3	0.8

Screens (PubChem BioAssay)
